Phagocytosis inh: macrophage phagocytosis inhibition; AID 1029; inhibition, % at 5 µM; 110,000 compounds, 0.07% hits; J774A.1 macrophage IgG-bead phagocytosis, imaging;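 active = inhibition above the mean of the plate negative controls plus 5 SD, cut at about 13% in these data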;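 note: phagocytic index as fraction of beads internalized from green versus red external bead signal; plate controls were DMSO negative control for no effect and cytochalasin-D positive control for full effect; some results beyond the cut were filed as inactive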
E-sel TNF inh: TNF alpha driven E-selectin expression inhibition | AID 1246 | 120,000 compounds, 0.71% hits | HUVEC TNFa-induced E-selectin immunofluorescence, high content | inhibition, % at 2 µM;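 active = inhibition above the batch mean plus 3 SD, and confirmed as a hit on visual image review, cut at about 43% in these data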;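 note: 0% = TNF-stimulated DMSO wells and 100% = unstimulated control wells; not every result past the cut was called active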
MRP1 act: activates MRP-1; H69AR cells + doxorubicin, viability rescue, CellTiter-Glo; viability increase, % at 10 µM; 140,000 compounds, 0.61% hits; AID 799;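 active = viability gain under doxorubicin at or above a set limit, the compound median plus 3 SD, cut at about 4.7% in these data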;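 note: MRP-1 overexpressing cells given doxorubicin 25 µM after compound pretreatment; 18-22 h compound pretreatment then 72 h with doxorubicin before readout; 0% = doxorubicin-only wells and 100% = vehicle-treated cells without doxorubicin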
GALR2 antag: blocks the human galanin receptor 2; O43603; GALR2-expressing cells, antagonist mode; inhibition, % at 4 µM; 140,000 compounds, 0.39% hits; AID 828; in the data active = inhibition above about 27%;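 note: cells stimulated with galanin 1-16 at roughly its EC80; 0% = agonist challenge control and 100% = basal control without agonist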
Target sequence (O43603 whole entry, looked up): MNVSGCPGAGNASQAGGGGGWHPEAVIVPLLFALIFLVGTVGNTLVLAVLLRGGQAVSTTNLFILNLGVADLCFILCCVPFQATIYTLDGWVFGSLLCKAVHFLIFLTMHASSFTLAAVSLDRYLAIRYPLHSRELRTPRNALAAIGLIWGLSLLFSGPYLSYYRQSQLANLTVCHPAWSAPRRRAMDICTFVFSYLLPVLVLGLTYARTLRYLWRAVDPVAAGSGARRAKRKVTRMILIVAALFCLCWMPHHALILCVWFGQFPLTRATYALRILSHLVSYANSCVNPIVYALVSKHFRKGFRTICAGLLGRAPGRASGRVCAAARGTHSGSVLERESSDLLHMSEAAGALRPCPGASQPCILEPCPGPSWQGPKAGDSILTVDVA
Measles CPE: protection of cells from measles virus. protection (pct of control), % at 4 µM. 140,000 compounds, 1.5% hits. Measles virus-infected cells, CPE protection, absorbance; in the data active = protection mostly above about 24%, no sharp cut-off; inactive = mostly below about 26%; note: some compounds called inactive have numbers as strong as hits
HCT116 PTEN-null: suppresses growth of cells with PTEN deletion | HCT116 PTEN-null viability, CellTiter-Glo, 60 h; hits give low values | viability, % at 10 µM | 140,000 compounds, 1.2% hits | AID 827;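 active = viability at or below a set limit, 4 SD under the median of all tested compounds, cut at about 3.7% in these data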;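 note: PTEN knockout HCT116 line with beta catenin targeted HCT116 as companion control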
bCat KO growth: beta-catenin-lacking colon tumor cell growth suppression. HCT116 beta-catenin knockout viability, CellTiter-Glo, 60 h; hits give low values. viability, % at 10 µM. 140,000 compounds, 1.5% hits. AID 818;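 active = viability at or under a set limit, the compound median less 4 SD, cut at about 6% in these data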;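 note: 0% = Hyamine 1622 control at 20 µM and 100% = untreated cell control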
NPY-Y2 antag: blocks the human neuropeptide Y Y2 receptor. P49146. NPY-Y2 expressing cells, antagonist mode. inhibition, % at 2.7 µM. 140,000 compounds, 0.99% hits. AID 793; in the data active = inhibition above about 17%;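 note: 0% = vehicle with agonist challenge and 100% = reference antagonist with challenge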
Target sequence (P49146 whole entry, looked up): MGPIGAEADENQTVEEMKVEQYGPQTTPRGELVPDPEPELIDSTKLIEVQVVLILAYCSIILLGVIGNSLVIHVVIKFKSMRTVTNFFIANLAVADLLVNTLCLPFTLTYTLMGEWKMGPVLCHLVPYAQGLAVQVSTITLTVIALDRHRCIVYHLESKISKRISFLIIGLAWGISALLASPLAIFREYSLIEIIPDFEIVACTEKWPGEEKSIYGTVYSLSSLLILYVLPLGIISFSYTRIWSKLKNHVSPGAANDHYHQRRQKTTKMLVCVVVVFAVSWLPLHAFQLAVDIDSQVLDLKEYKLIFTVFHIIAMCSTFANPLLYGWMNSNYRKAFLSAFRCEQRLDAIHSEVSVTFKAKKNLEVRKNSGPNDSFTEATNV
Yeast growth inh: chemicals that inhibit yeast BB579 growth in restrictive medium (lifespan-shortening candidates) | S. cerevisiae BB579 growth, OD615, 48 h | inhibition, % at 10 µM | 140,000 compounds, 0.51% hits;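 active = inhibition above a set limit, 3 SD over the mean compound inhibition, cut at about 44% in these data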; note: inactives centre near -24
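test system = yeast BB579 (DeaD) | buffer or medium = restrictive CSMM-D medium | doses = single compound dose of 10 µM, 0.25% DMSO final | times = 4 h preincubation and 48 h exposure at 30 °C | technique = culture absorbance at 615 nm | benchmarks = amphotericin B 10 µg/mL, positive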
Yeast life ext: yeast lifespan extension; S. cerevisiae growth with nicotinamide, OD615; deaD strain in restrictive glucose medium; inhibition of the nicotinamide effect, % at 10 µM; 130,000 compounds, 0.68% hits; AID 775;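 active = inhibition above a set limit, placed 3 SD over the median of all compounds, cut at about 26% in these data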;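 note: 0% = nicotinamide-treated wells and 100% = cells grown without nicotinamide; some compounds called inactive have numbers as strong as hits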
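Material: Modified budding yeast, DeaD strain | Medium: Restrictive glucose medium | Probe or stimulus: 1.5 mM nicotinamide | Dosing: Single dose 10 µM compound, 0.25% DMSO | Times: 48 h at 30 °C | Technique: OD615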
The depositor's hits bear a star; · = no result given.

molecule,NPY-Y2 antag,Yeast growth inh,GALR2 antag,MRP1 act,HCT116 PTEN-null,Yeast life ext,Phagocytosis inh,bCat KO growth,E-sel TNF inh,Measles CPE
COc1ccc(OC)c(-n2c(N)c(C(=O)NCC3CCCO3)c3nc4ccccc4nc32)c1 (stereo not given),0,-65,9,-3.6,100,-19,0,96,0,4
Cc1ccc(Cn2c(=O)n(CCC(=O)NCc3ccc4c(c3)OCO4)c(=O)c3ccccc32)cc1,3,-35,3,0.1,91,-20,-1,93,-4,11
O=C(Cn1cnc2ccccc2c1=O)c1c[nH]c2ccccc12,-2,-57,1,-1.6,111,-8,2,96,7,6
C1CCC(n2nnnc2CN2CCCC2)CC1,-1,12,-5,-1.0,107,-3,0,102,13,17
COc1cc(OC)cc(C(=O)Nc2ccc(-c3nc4ccccc4o3)c(O)c2)c1,7,-45,-6,-0.5,17,-7,·,13,·,5
COc1cc(NC(=O)C2CCCN2S(=O)(=O)c2cccc3cccnc23)cc(OC)c1OC (stereo not given),1,-8,7,-4.8,74,-7,0,63,-7,7
Cc1c(Br)c([N+](=O)[O-])nn1CC(=O)NCc1cccs1,6,-45,-11,-1.6,95,-15,1,87,-11,4
Cc1cc(CCN2CCC(=O)NC2=O)ccc1OC(C)C,1,-31,6,-0.3,97,3,2,101,10,4
Cc1cccc(-c2nnc(SCC#N)n2Cc2ccccc2)c1,3,-13,-13,-0.4,71,-3,0,79,-13,8
CN(C)c1ccc(C(=O)Nc2nnc(-c3ccc(Cl)cc3)o2)cc1,10,-40,-2,-1.1,6,-7,1,13,8,11
Fc1ccc(CSc2nc3ccccc3[nH]2)c2ccccc12,2,-3,3,1.2,88,-11,-1,100,-2,26
O=C(NCc1ccccc1)OCCN1CCN(Cc2ccccc2)CCC1=O,3,-50,4,-2.2,89,3,·,89,·,9
Cc1cc(C)c(C#N)c(SCC(=O)C(C)(C)C)n1,2,-4,4,0.3,75,8,·,78,7,38
Cc1c(C)n(C(=O)CN2CCC(C)CC2)c2ccccc12,5,-30,10,-0.7,98,-13,1,90,14,4
CCCOC(=O)C1[C@H]2C(=O)N(Cc3ccco3)C[C@]23C=C[C@H]1O3 (stereo not given in full),-2,-35,7,-0.8,88,-12,-1,86,·,7
COc1cccc(NC2=CC(=O)CC(C)(C)C2)c1,0,-5,18,-2.5,92,-17,-1,87,-23,5
COc1cccc(NC(=O)CN2CCC(C)CC2)c1,0,-38,-13,-2.0,99,2,-1,101,·,5
Cc1ccc(OCC(=O)NC(=S)Nc2ccc3c4c(cccc24)CC3)cc1,13,23,-7,-3.4,92,1,-2,86,2,7
CC(=O)N1CCN(c2cc(N3CCc4ccccc4C3)c(F)cc2[N+](=O)[O-])CC1,3,-31,-15,-1.6,47,-8,-1,50,-43,3
N#Cc1ccc(/C=N/NC(=O)c2cc(-c3cccs3)nc3ccccc23)cc1,7,-20,-4,-2.8,24,-1,0,24,-3,15
CCOc1ccccc1NC1c2ccccc2C(=O)N1Cc1ccco1 (stereo not given),6,-54,1,-0.8,99,-8,-1,87,·,2
CCCCn1ccnc1C(=O)c1cccc(S(=O)(=O)N2c3ccccc3CC2C)c1 (stereo not given),4,-58,2,-4.9,66,21,-1,69,-5,4
Nc1ccc2oc(-c3ccccc3Cl)cc(=O)c2c1O,1,-38,11,-2.4,75,-8,·,77,·,5
CCOC(=O)c1sc(C)c2c1NC(c1ccc(N(C)C)cc1)NC2=O (stereo not given),-2,-51,5,-4.4,77,-8,2,76,-8,12
Cc1ccccc1NC(=O)C(NS(=O)(=O)c1ccc2c(c1)c(=O)n(C)c(=O)n2C)c1ccccc1 (stereo not given),2,5,-2,-2.1,87,-9,0,91,1,15

Further entries.
molecule,NPY-Y2 antag,Yeast growth inh,GALR2 antag,MRP1 act,HCT116 PTEN-null,Yeast life ext,Phagocytosis inh,bCat KO growth,E-sel TNF inh,Measles CPE
O=C(NC(NC(=S)Nc1c(Cl)cccc1Cl)C(Cl)(Cl)Cl)OCc1ccccc1 (stereo not given),4,-15,10,-3.2,45,2,-14,57,16,19
CCOC(=O)c1[nH]c2ccc(OCC)cc2c1NC(=O)CN1CCN(c2ccccc2)CC1,0,-39,-1,-1.4,93,-18,0,92,16,4
COc1ccc(NC(=O)C2CCCO2)cc1Cl (stereo not given),1,-35,-7,-0.6,97,5,1,94,-17,44
Cc1sc2ncnc(OCC(=O)NCC3CCCO3)c2c1C (stereo not given),0,3,8,-0.7,106,-11,0,112,·,8
CCOC(=O)N1CCN(c2c(NC3CCN(Cc4ccccc4)CC3)c(=O)c2=O)CC1,-1,-11,-2,-1.5,88,-3,-1,86,3,26
COC(=O)c1c(O)ccc(Oc2ccccc2)c1C(=O)OC,·,-29,·,-4.0,94,-22,-1,101,·,6
Cc1noc(/C=C/N(C)C)c1S(=O)(=O)N1CCCC(C(=O)NC2CCCCC2C)C1 (stereo not given),0,-4,15,8.6*,84,-8,0,73,10,7
Fc1ccc(CNC(=S)Nc2ccccc2Cl)cc1,11,-37,3,-3.5,105,-2,-4,97,3,7
COc1cccc(N2CCN(C3CC(=O)N(c4ccc(C)c(Cl)c4)C3=O)CC2)c1 (stereo not given),3,-21,12,-2.1,95,-4,-2,95,-47,19
Cc1ccc(N(C(=O)Cn2nnc3ccccc32)C(C(=O)NCc2ccccc2)c2ccccn2)cc1 (stereo not given),2,-25,1,-1.9,92,-2,·,94,·,14
CC(NC(=O)CC(c1ccccc1)c1cc(Cl)ccc1O)c1ccccc1 (stereo not given),2,-1,2,-2.9,45,7,-6,57,-20,15
O=C(Cc1cccs1)N/N=C/C=C/c1ccccc1,4,-36,3,3.0,87,3,-6,83,·,8
O=C1N(c2ccc(Cl)c(Cl)c2)CN(Cc2ccccc2)CN1n1cnnc1,1,-33,-2,-3.7,87,-8,-2,80,·,19
Cc1ccc(C2CC(=O)Nc3sc(C(N)=O)c(N)c32)cc1 (stereo not given),2,3,16,0.2,104,-14,-3,98,11,5
Brc1cnc(N2CCCC2)nc1N1CCOCC1,3,-32,0,-3.4,92,-18,-3,95,31,6
CCCCN(CC)S(=O)(=O)c1ccc(C(=O)N=c2sc3cc(NC(C)=O)ccc3n2C)cc1,2,-31,-19,-5.3,0.7*,-6,-5,0.6*,·,0
CCc1ccc(NC(=O)Cn2nc(C(F)(F)F)c3c2CCC3)cc1,-2,9,-12,1.3,95,-2,·,90,1,1
CCn1c(C)nc2cc(C(=O)N=Nc3c(O)[nH]c4c(C)cc(C)cc34)ccc21,5,-20,-2,0.8,94,0,-3,101,·,6
Cc1ccc(NC(=O)/C=C/C(=O)O)c([N+](=O)[O-])c1,0,-24,-9,1.9,91,2,·,93,·,2
COc1ccc(NS(=O)(=O)c2ccc(NC(=S)NC(=O)CC(C)C)cc2)cc1,3,-34,-5,-2.7,70,-17,2,85,7,6
Cc1sc(NC(=O)c2ccc(OCC(C)C)cc2)c(C(N)=O)c1-c1ccc(Cl)cc1Cl,1,-47,-6,-0.1,39,-11,·,16,-1,2
CCOc1ccc(C(=O)NCC(=O)OCc2c(C)noc2C)cc1,1,-39,-5,-2.4,98,-6,4,87,·,13
COC(=O)c1cc(-c2ccccc2)on1,3,-16,4,-1.4,100,-5,1,89,3,6
CCCCOC(=O)CN1C(=O)c2ccc(C(=O)OCCCC)cc2C1=O,1,-64,-7,-2.1,105,-24,0,114,2,24
CCOC(=O)C(=O)Nc1nnc(C2CCCCC2)s1,-2,-55,-8,-0.1,100,24,0,117,18,4

Next section
molecule,NPY-Y2 antag,Yeast growth inh,GALR2 antag,MRP1 act,HCT116 PTEN-null,Yeast life ext,Phagocytosis inh,bCat KO growth,E-sel TNF inh,Measles CPE
COc1ccc(C(=O)CSc2nnc(-c3cnccn3)n2Cc2ccco2)cc1,6,-36,10,-1.0,94,-31,0,81,22,8
N#CC1=C(N)SC(N)=C(C#N)C1C1C=CCCC1 (stereo not given),-1,-5,-10,-0.6,105,·,·,97,-6,14
CCCc1cc(-n2ccnc2)n2c(nc3ccccc32)c1C#N,2,-53,13,-5.8,46,-23,-1,72,-1,9
O=C(OC(C(=O)NCc1cccs1)c1ccccc1Cl)c1ccco1 (stereo not given),1,-25,7,-3.1,93,-2,·,95,·,9
Cc1cc(NC(=O)CCN2CCC(C(N)=O)CC2)ccc1Br,5,-51,-15,-1.4,92,-18,0,95,8,7
CCCn1c(C(=O)OC)cc2c1ccn2-c1ccc(F)cc1,9,-37,-17,-1.4,69,-20,·,70,11,12
COc1ccc(N2CCN(S(=O)(=O)c3cccc4nsnc34)CC2)cc1,1,-63,-1,0.1,91,-10,0,85,18,12
CCc1cc2c(CN3CCN(CCO)CC3)cc(=O)oc2cc1O,2,-40,-3,-0.7,113,-6,1,100,23,20
CC(=O)N=c1n(C)c2ccccc2n1CCOc1ccccc1,3,-47,13,-0.1,102,8,-6,105,7,7
Cc1ccc(SC/C(O)=C(\C#N)c2nc3ccccc3n2C)cc1,12,-46,4,-1.0,83,20,-2,80,5,2
COc1ccccc1N1CCN(C2CCCC(C)C2)CC1 (stereo not given),10,-29,3,-2.3,90,-5,·,85,-7,17
CC(C)N1C(=S)SC(C)(C)C1NO (stereo not given),4,-9,7,-1.9,111,-13,0,101,8,9
Cc1cc2nc(-c3ccc(SCc4ccc(C#N)cc4)nc3)[nH]c2cc1C,4,-34,0,-1.6,59,-23,·,59,90*,26
Cc1ccc2cc(CN(CC3CCCO3)C(=S)NCc3ccco3)c(=O)[nH]c2c1C (stereo not given),8,-17,-1,0.5,27,12,-1,32,·,26
Cc1cc(N)ccc1-n1c(C)ccc1C,1,-29,2,-3.6,69,-20,1,73,4,32
Cc1cc(C)c2cc(C#N)c(NCCCNC(=O)CCC(=O)O)nc2c1,3,-17,6,-0.4,96,-11,0,98,1,3
O=C(C1Cc2ccccc2CN1S(=O)(=O)c1ccc(F)cc1)N1CCOCC1 (stereo not given),3,-35,-9,-0.2,111,-6,1,104,13,4
O=C1c2ccccc2CCC12N=NCC2c1ccccc1 (stereo not given),1,-14,14,-2.5,81,-8,·,80,13,14
CCOC(=O)Cn1nc(C)n(-c2ccc(C(C)C)cc2)c1=O,-1,-9,-8,-1.5,97,-21,·,92,22,4
COc1ccc2[nH]cc(CC(=O)O)c2c1,1,-7,-15,0.5,111,-2,·,98,·,19
COc1ccc2[nH]c(=O)c(CN(CC3CCCO3)C(=O)Nc3ccccc3OC)cc2c1 (stereo not given),-2,-28,19,-5.8,65,-22,-1,60,-18,18
CCN1c2ccccc2NC2C1C(C(C)=O)C(=O)N2c1ccc(Cl)cc1 (stereo not given),1,-38,1,-2.0,69,2,0,75,-7,7
